Compound activity (PubChem)
KCNK3 block = human KCNK3 channel inhibition, primary screen; AID 602410; B-score at 10 µM; CHO-KCNK3 thallium flux, FluxOR fluorescence; active compounds read low; actives 0.84% (n = 340,000); O14649;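 active means B-score under library mean minus 4 SD, starting fluorescence ratio at most library mean plus 5 SD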;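 further: more negative B-score means stronger inhibition of thallium flux through KCNK3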
KCNK9 inh = inhibitors of human KCNK9 two-pore domain potassium channel. HEK293 KCNK9, FluxOR thallium flux fluorescence; active compounds read low. actives 1.2% (n = 310,000). Q9NPC2. B-score at 10 µM;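 active means ratio B-score over 3 SD below the library mean, with starting fluorescence within 5 SD of its mean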;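 further: negative B-score means less thallium flux so channel inhibition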
Target sequence (Q9NPC2 whole entry, looked up, the tested form may be a part): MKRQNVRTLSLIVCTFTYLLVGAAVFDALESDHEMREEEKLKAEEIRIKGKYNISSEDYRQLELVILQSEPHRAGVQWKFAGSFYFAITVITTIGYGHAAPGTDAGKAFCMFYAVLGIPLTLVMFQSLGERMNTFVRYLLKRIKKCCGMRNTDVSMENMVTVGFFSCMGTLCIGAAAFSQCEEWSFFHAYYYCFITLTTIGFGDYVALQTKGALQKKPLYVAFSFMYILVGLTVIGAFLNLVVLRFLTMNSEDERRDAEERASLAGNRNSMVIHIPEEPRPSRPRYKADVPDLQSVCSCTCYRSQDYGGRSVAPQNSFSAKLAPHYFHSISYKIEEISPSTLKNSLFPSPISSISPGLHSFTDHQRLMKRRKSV
RGS4 pot = potentiators or activators of RGS4; HEK293 M3R/inducible RGS4, carbachol calcium flux Fluo4; active compounds read low; B-score at 10 µM; actives 0.92% (n = 310,000);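 active means B-score of the integrated calcium signal more than 4 SD below the library mean, with starting fluorescence not abnormally high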;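 further: negative B-score means reduced calcium response which marks RGS4 activation or potentiation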
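test system = HEK293 cells with stable M3R and inducible RGS4 | schedule = recording 10 s baseline at 1 Hz, 100 s post-agonist | technique = Fluo4-AM (2 µM) calcium-flux fluorescence, kinetic read | measure = Agonist-evoked peak-minus-minimum fluorescence over baseline, integrated ratio, B score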
TMEM16A inh = mouse TMEM16A channel inhibition, primary screen. Q8BHY3. HEK293 TMEM16A/YFP iodide influx fluorescence, ionomycin. normalized B-score (activity score, 25-100; higher = stronger inhibition) at 10 µM. actives 1.2% (n = 310,000);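 active means ratio plate-corrected score three or more library SD toward inhibition, starting fluorescence score within five deviations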;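 further: score derived from kinetic fluorescence span divided by baseline fluorescence per well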
hERG rescue = shields human hERG channel from block by proarrhythmic agents; Q12809; actives 0.51% (n = 310,000); activation (rescue from dofetilide block), less the hit threshold, % at 10 µM; CHO-hERG, FluxOR thallium flux, dofetilide IC70 present; AID 1511;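 active means activation above the mean of controls blocked by dofetilide plus 5 SD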;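 further: thallium influx through hERG after potassium depolarization seen as dye fluorescence rise; in these data hits start at about 4.7%; inactives centre near -7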
KCNQ1 block = blocks the human KCNQ1 potassium channel | P51787 | B-score at 10 µM | CHO-K1 KCNQ1, FluxOR thallium flux fluorescence; active compounds read high | actives 1.3% (n = 310,000) | AID 2642;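 active means compounds whose thallium flux B-score, printed positive for inhibition, exceeds three library SD while starting fluorescence stays within three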;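 further: channel opened by potassium depolarization with thallium stimulus after 20 min compound exposure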
Target sequence (P51787 whole entry, looked up): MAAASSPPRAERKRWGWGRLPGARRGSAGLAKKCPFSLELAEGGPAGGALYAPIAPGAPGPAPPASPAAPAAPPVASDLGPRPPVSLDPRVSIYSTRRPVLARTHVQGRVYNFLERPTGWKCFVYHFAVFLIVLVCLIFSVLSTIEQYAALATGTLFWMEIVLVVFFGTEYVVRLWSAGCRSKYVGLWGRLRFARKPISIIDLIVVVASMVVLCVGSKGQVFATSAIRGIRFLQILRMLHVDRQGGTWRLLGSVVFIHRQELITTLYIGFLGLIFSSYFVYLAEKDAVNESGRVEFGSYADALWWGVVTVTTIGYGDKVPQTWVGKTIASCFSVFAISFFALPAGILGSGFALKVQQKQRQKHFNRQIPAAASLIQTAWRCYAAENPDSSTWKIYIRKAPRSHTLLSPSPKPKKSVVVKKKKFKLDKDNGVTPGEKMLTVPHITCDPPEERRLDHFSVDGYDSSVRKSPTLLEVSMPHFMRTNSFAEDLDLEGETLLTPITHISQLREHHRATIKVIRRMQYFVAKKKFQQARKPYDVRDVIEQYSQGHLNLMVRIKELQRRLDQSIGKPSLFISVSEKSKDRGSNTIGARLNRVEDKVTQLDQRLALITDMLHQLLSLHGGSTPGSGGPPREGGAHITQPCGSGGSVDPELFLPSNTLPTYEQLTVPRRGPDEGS
RGS4 block = inhibitors of human RGS4 | B-score at 10 µM | AID 463165 | actives 0.45% (n = 310,000) | HEK293 M3R/RGS4 inducible, Fluo-4 calcium flux; active compounds read high; triggered by carbachol at its EC20 | P49798;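 active means B-score, a plate-corrected calcium signal, over three deviations above library mean, with baseline fluorescence within five deviations of library mean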;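 further: RGS4 expression induced by doxycycline in cells with stable M3 receptor; B-score is computed from the integrated fluorescence ratio over baseline after carbachol; higher B-score means a larger calcium signal and so more RGS4 inhibition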
SKKanGAS inh = blocks kanamycin growth of S. pyogenes SKKanGAS strain. BacTiter-Glo, 6 h. inhibition, % at 7.5 µM. actives 1.3% (n = 300,000);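 active means mean replicate score, as percent of positive control median, at least 50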;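 further: strain carries kanamycin resistance gene driven by streptokinase promoter and grows in 40 µg/ml kanamycin; loss of luminescence reflects streptokinase promoter inhibition or plain growth inhibition; 0% = median of DMSO wells and 100% = positive control at its reference dose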
HDAC3 inhib = inhibitors of human histone deacetylase 3. O15379. recombinant HDAC3, fluorogenic peptide/trypsin coupled, fluorescence. inhibition, % at 8.3 µM. actives 0.15% (n = 320,000). AID 2718; in the data active means inhibition above about 26%, passing the limit was not always enough
KCNQ1 pot = human KCNQ1 channel potentiation or activation; CHO-K1 KCNQ1, thallium flux FluxOR fluorescence; active compounds read high; B-score at 10 µM; actives 0.35% (n = 310,000); P51787;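 active means fluorescence ratio B-score, a plate-corrected score, at least three library SD, with initial intensity B-score within 5 SD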
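Medium – assay buffer, equal DMSO in all wells · Material – CHO-K1 cell line with stable KCNQ1 potassium channel expression · Signal – kinetic FluxOR thallium fluorescence, 10-s 1-Hz baseline, 110-s post-stimulus read · Compound – single concentration per compound, DMSO matched to controls · Schedule – 37 °C overnight plating, 90-min dark dye load, 20-min compound pretreatment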
ANO1 activ = activators or potentiators of mouse TMEM16A chloride channel. Q8BHY3. HEK293 TMEM16A/YFP-H148Q/I152L, iodide quench fluorescence; active compounds read low. B-score at 10 µM. actives 0.3% (n = 340,000). AID 623877;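 active means fluorescence-ratio B-score plate-corrected deviation score at least 3 library SD below zero, with starting fluorescence score within 5 deviations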;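 further: channel opened by trigger with iodide after compound preincubation; score built on the fluorescence ratio of max minus min over baseline; more negative score means more quench and so TMEM16A activation or potentiation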
An asterisk follows results filed as active; i = inactive; nt = not tested or not shown. Compounds were not picked by outcome; about 6.3% have a hit in one of these screens.

Values run as follows: KCNK3 block	KCNK9 inh	RGS4 pot	TMEM16A inh	hERG rescue	KCNQ1 block	RGS4 block	SKKanGAS inh	HDAC3 inhib	KCNQ1 pot	ANO1 activ
[1] COc1ccc(Cl)cc1C(=O)NNC(=O)COC(=O)CC(NC(C)=O)c1ccccc1 (stereo not given)
 : i	i	i	i	-18	i	i	4	3	i	i
[2] COc1ccc(S(=O)(=O)Nc2cc(C(C)C)c(O)cc2C)cc1
 : i	i	i	i	-12	i	i	3	6	i	i
[3] Nc1nc(CCOc2ccc(F)cc2)cs1
 : i	i	i	nt	-8	i	i	3	nt	i	i
[4] CSc1nnc(C(C)(C)C)c(=O)n1/N=C/c1c(O)ccc2ccccc12
 : i	i	i	i	-16	i	i	-14	1	i	i
[5] O=C(CN1C(=O)CCS(=O)(=O)c2ccccc21)Nc1ccc(F)cc1
 : i	i	i	i	-6	i	i	13	3	i	i
[6] COc1cc(OC)c(N(C)S(=O)(=O)c2cccc(C(=O)NC(C)C3CC4CCC3C4)c2)cc1Cl (stereo not given)
 : i	i	i	i	-10	i	i	6	-2	i	i
[7] COc1ccc(C)cc1N(C(=O)Cn1nnc(-c2ccc(C)o2)n1)C(C(=O)NC1CCCC1)c1ccncc1 (stereo not given)
 : i	i	i	i	-6	i	i	0	2	i	i
[8] COc1ccccc1OC(=O)CCc1nc2ccccc2s1
 : i	i	i	i	-22	i	i	-8	0	i	i
[9] Cc1ccc(/C=N/NC(=O)c2nnn(-c3nonc3N)c2CSc2ccc(Cl)cc2)cc1
 : i	i	i	i	-9	i	i	19	0	i	i
[10] COc1cc(Cl)ccc1OCc1cc(C(=O)NCC(C)(C)N2CCOCC2)no1
 : i	i	i	nt	-4	i	i	8	nt	i	i
[11] Cn1c(=O)oc2cc(S(=O)(=O)Nc3ccc(F)cc3)ccc21
 : i	i	i	i	-5	i	i	-1	3	i	i
[12] CCN(CC(=O)Nc1ccc(NC(C)=O)cc1)C(=O)CSCC(=O)Nc1ccc(C)cc1
 : i	i	i	i	-13	i	i	-8	-13	i	i
[13] O=C(NC(=O)c1ccccc1)Nc1ccccc1
 : i	i	i	i	-1	i	i	6	-16	i	i
[14] COc1ccc(C(CNC(=O)c2ccc(S(=O)(=O)Nc3ccccc3F)cc2)N(C)C)cc1 (stereo not given)
 : i	i	i	i	-4	i	i	0	4	i	i
[15] Cc1ccnc(NC(=O)CS(=O)(=O)c2ccccc2)c1
 : i	i	i	i	0	i	i	1	-5	i	i
[16] CCc1cccc2c(C(=O)COC(=O)c3nn(C)c(=O)c4ccccc34)c[nH]c12
 : i	i	-7.3*	i	-24	i	i	16	2	i	i
[17] COc1ccc(C(=O)NC(C)c2nnc(SCC(=O)NC3CCCCC3)n2C)cc1 (stereo not given)
 : i	i	i	i	-3	i	i	9	0	i	i
[18] Cc1ccc(CNC(=O)CS(=O)(=O)CC(=O)O)cc1
 : i	i	i	i	-9	i	i	-5	4	i	i
[19] Cc1ccccc1SCC(=O)OCC(=O)N(C)c1c(N)n(Cc2ccccc2)c(=O)[nH]c1=O
 : i	i	i	i	-9	i	i	2	nt	i	i
[20] CC1CCC(NC(=S)NCCN(C)C)CC1 (stereo not given)
 : i	i	i	i	-2	i	i	18	0	i	i
[21] Fc1ccc(-n2c(Cn3nnc4ccccc43)n[nH]c2=S)cc1
 : i	i	i	i	-10	i	i	-4	12	i	i
[22] CSc1ccc(CNCCCN(C)C)cc1
 : i	i	i	i	-5	i	i	2	-2	i	i
[23] CCOc1ccc(-c2n[nH]c(=S)n2Cc2ccccc2)cc1
 : i	i	i	i	-7	i	i	7	-1	i	i
[24] CCOc1ccccc1NS(=O)(=O)c1ccc2c(c1)N(C)CCO2
 : i	i	i	i	-8	i	i	-1	-2	i	i
[25] O=C1CC(c2ccc3c(c2)OCO3)c2cc3c(cc2N1)OCCO3 (stereo not given)
 : i	i	i	i	-7	i	i	-2	17	i	-5.1*
[26] Cc1cc(C(=O)NC2CCCN(Cc3ccc(Cl)cc3)C2)no1 (stereo not given)
 : i	i	i	i	-11	i	i	8	-3	i	i
[27] Cc1ccc(/C=C2/Sc3ccc(C(=O)NCCN4CCOCC4)cc3NC2=O)cc1
 : i	i	i	i	-3	i	i	-5	-2	i	i
[28] O=C(O)CNC(=O)c1ccc(NC(=O)/C(=C/c2cccc([N+](=O)[O-])c2)NC(=O)c2ccco2)cc1
 : i	i	i	i	-7	i	i	-6	4	i	i
[29] Cc1cc(NC(=O)CCC(=O)N(Cc2ccccc2)C(C(=O)NC2CCCC2)c2ccco2)no1 (stereo not given)
 : i	i	i	i	-1	i	i	2	1	i	i
[30] CCOc1ccc(NC(=O)CN(C)C(=O)c2ccc(COc3ccccc3)o2)cc1OCC
 : i	i	i	i	-9	i	i	-3	-7	i	i
[31] CC1=C(C(=O)OC2CCCCC2)C(c2cccs2)n2c(nc3ccccc32)N1 (stereo not given)
 : i	i	i	i	-4	i	i	34	-14	i	i
[32] Cc1ccc(C)c(N2CCN(c3ccncc3N)CC2)c1
 : i	i	i	i	-6	i	i	0	nt	i	i
[33] CCN(CCn1cccn1)Cc1nc(-c2ccccc2)no1
 : i	i	i	i	-12	i	i	7	-7	i	i
[34] Cn1c(=O)c(C(=O)COC(=O)c2cc(-c3ccccc3)nc3ccccc23)c(N)n(Cc2ccccc2)c1=O
 : nt	i	i	i	-8	i	i	20	-2	i	nt
[35] O=C1c2ccccc2C(=O)C1C1=Nc2ccccc2NC(c2ccccc2)C1 (stereo not given)
 : nt	i	i	i	-9	i	i	9	8	i	nt
[36] O=C(CC1SCCNC1=O)Nc1ccc(Cl)cc1 (stereo not given)
 : i	i	i	i	-16	i	i	0	-2	i	i
[37] CCOc1ccc(C(=O)N(C)C2CCS(=O)(=O)C2)cc1 (stereo not given)
 : i	i	i	i	-6	i	i	-6	-4	i	i
[38] COc1ccc(Cc2nnc(SCC(=O)NCCc3ccccc3)o2)cc1
 : i	i	i	i	-8	i	i	-6	-3	i	i
[39] CC1CN(S(=O)(=O)c2cccc(C(=O)Nc3ccc(S(=O)(=O)NC4=NCCCCC4)cc3)c2)CC(C)O1 (stereo not given)
 : i	i	i	i	-13	i	i	-3	2	i	i
[40] O=C(c1ccc(-n2cccn2)cc1)N1CCc2c([nH]c3ccccc23)C1c1ccccn1 (stereo not given)
 : i	i	i	i	-11	i	i	10	-3	i	i
[41] Cc1nn(CC(=O)N2CCOCC2)c(=O)c2ccccc12
 : i	i	i	i	-16	i	i	-2	13	i	i
[42] O=[N+]([O-])c1ccc(Cl)cc1Sc1ccccn1
 : i	i	i	i	-3	i	i	-2	-11	i	i
[43] CCN(CC)c1nc(=S)nc(NC(C)(C)C)[nH]1
 : i	i	i	i	-8	i	i	10	1	i	i
[44] c1ccc(COc2cccc(CNCc3cccs3)c2)cc1
 : i	i	i	i	-12	i	i	4	2	i	i
[45] CCOc1ccc2nc(N3CCC(C(=O)N4CCN(C(=O)c5ccco5)CC4)CC3)sc2c1
 : i	i	i	i	-12	i	i	-5	1	i	i
[46] COc1ccccc1Nc1nc(C)cc(C)n1
 : i	i	i	i	-3	i	i	-2	3	i	i
[47] O=C(NC1CCCC1)C(c1ccc(F)cc1)N(C(=O)c1csnn1)c1ccccc1F (stereo not given)
 : i	i	i	i	-7	i	i	0	-1	i	i
[48] CNS(=O)(=O)c1cccc(C(=O)OCC(=O)Nc2ccc(-c3nc4ccc(C)cc4s3)cc2)c1
 : i	i	i	i	4	i	i	4	-14	i	i
[49] COC(=O)c1c(C(=O)OC)c(C)n(Cc2ccco2)c1C
 : i	i	i	i	-4	i	i	2	-8	i	i
[50] Cc1cc(C)cc(OCC(=O)OCC(=O)N2CC(=O)Nc3ccccc32)c1
 : i	i	i	i	-3	i	i	-3	2	i	i
[51] Cc1ccc(N2Cc3ccccc3C2=O)cc1
 : i	i	i	i	-5	i	i	7	-4	i	i
[52] COc1ccc(-n2c(C)cc(-c3csc(N)n3)c2C)cc1
 : i	i	i	i	-11	i	i	13	-7	i	i
[53] Cc1nc(SCC(=O)N(C)C2CCCCC2)[nH]c(=O)c1Cc1ccccc1
 : i	i	i	i	-3	i	i	15	1	i	i
[54] CCc1cccc2c(C(=O)COC(=O)c3c(C)noc3C)c[nH]c12
 : i	i	i	i	-4	i	i	13	-2	i	i
[55] CCOC(=O)CSc1nc2ccccc2n2c(C)nnc12
 : i	i	i	i	-3	i	i	-5	16	i	i
[56] Cc1cc(Br)c(OCC(=O)NN)c2c1CCC2
 : i	i	i	i	-8	i	i	1	6	i	i
[57] COc1ccc(NC(=O)C2CC(=O)NC3=C2C(=O)CC(C)(C)C3)cc1 (stereo not given)
 : i	i	i	i	-11	i	i	0	-10	i	i
[58] CCNc1ccccc(C(=O)/C=C/c2ccc3c(c2)OCO3)c1=O
 : i	i	i	i	-6	i	i	15	2	i	i
[59] Cc1ccc2c(c1)COc1c3ccc(C(=O)NCC4CC4)cc3nn1-2
 : i	i	i	i	3	i	i	11	-22	i	i
[60] COC(=O)c1ccc(C2OCC(C)(C)CO2)cc1
 : i	i	i	i	-12	i	i	7	-4	i	i
[61] COc1ccc(CN2CCCC(CO)(Cc3cccc(Cl)c3)C2)cc1OC (stereo not given)
 : i	i	i	i	-4	i	i	2	-1	i	i
[62] Cc1ccc(OCC(=O)Nc2ccc(NC(=O)c3ccccc3)cc2)cc1C
 : i	i	i	i	-13	i	i	-2	-5	i	i
[63] COc1ccc(CCNC(=O)c2ccccc2N(C)S(=O)(=O)c2ccccc2)cc1
 : i	i	i	i	-8	i	i	-3	0	i	i
